Screening data from PubChem BioAssay.
West Nile virus CPE – West Nile virus antiviral activity, cell-based, CPE readout (AID 1621); West Nile virus-infected cells, CPE inhibition; higher % means a stronger effect; CPE inhibition, % at 10 µM, or IC50 in µM where a hit was titrated; 290,000 compounds, 0.02% hits; in the data active means a potency from the dose series; inconclusive means CPE inhibition mostly from about 3.7% at the one dose, without a potency; inactive means the rest, 99 in 100 with CPE inhibition below about 2.2%; further: strong numbers were not always called active
ER stress rescue – rescue of cells from ER stress-induced death, primary screen, 384-well, CSM14.1, thapsigargin, ATP luminescence (AID 1222); CSM14.1 thapsigargin-induced death rescue, ATP luminescence; higher % means a stronger effect; cellular ATP content (survival), % at 20 µM; hits with a dose series show EC50 in µM; 190,000 tested, under 10 active;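 active means EC50 below 50 µM in the dose-response confirmation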;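 further: death triggered by thapsigargin at about 15 µM added after 2 h compound pretreatment; cell ATP read after overnight thapsigargin exposure of roughly 18 to 22 hours; normalized against plate controls of thapsigargin alone and 5% DMSO vehicle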
Yfh1-depleted yeast – enhancers of respiration in Yfh1-depleted yeast, dose response, Friedreich's ataxia, plus single-dose screen (AID 1465); S. cerevisiae Yfh1-off respiration, WST-1 reduction, 72 h; higher fold induction means a stronger effect; fold induction at 50 µM, or EC50 in µM where a hit was titrated; 220,000 compounds, 0.074% hits;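 active means fold induction of absorbance versus untreated yeast above a set limit, then at least 30% activation at any dose in follow-up; inconclusive means repeats straddling the limit, or above it without dose testing; inactive means fold induction below the set limit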;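 further: activators that raise dye reduction in frataxin-depleted yeast; strong numbers were not always called active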
UTI89 phage lysis – inhibition of K1F phage lysis, E. coli UTI89, bacterial capsule biogenesis inhibitors, alamar blue (AID 488966). E. coli UTI89 K1F phage lysis, alamar blue, 2 h; higher % means a stronger effect. inhibition, % at 100 µM, or IC50 in µM where a hit was titrated. 340,000 compounds, 0.02% hits;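 active means phage lysis inhibition, versus mean bacterial control, above a set limit; inconclusive means no clear call, values can overlap the other calls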;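 further: capsule biogenesis inhibitors block K1F phage lysis so surviving cells raise fluorescence; higher fluorescence means more inhibition of phage lysis; actives were called in the ten point dose series up to 300 µM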
Dengue-2 NS5 capping – Dengue-2 NS5 methyltransferase inhibitors, primary screen, biochemical, confirmation dose response (AID 588689); Genome polyprotein (Dengue virus type 2 (strain 16681-PDK53)); Dengue-2 NS5 methyltransferase capping enzyme assay, biochemical; higher % means a stronger effect; one-dose inhibition, % at 25 µM; IC50 in µM for titrated hits; 340,000 compounds, 0.3% hits; in the data active means a potency from the dose series; inconclusive means inhibition above about 29% without an active follow-up result
WT yeast gro inh – growth inhibition of WT strain, primary screen, mitochondrial fusion inhibitor project, WT and mutant strains, chemical genetic; mitochondrial fusion phenotypic screen; inhibition, % at 10 µM; 190,000 compounds, 2.1% hits; in the data active means inhibition above about 58%; tested in S. cerevisiae
XIAP displacement – XIAP antagonists, biochemical, IAP family, fluorescence polarization (AID 1018) | E3 ubiquitin-protein ligase XIAP (Homo sapiens) | XIAP BIR domain, fluorescence polarization peptide displacement; higher % means a stronger effect | one-dose displacement, % at 20 µM; IC50 in µM for titrated hits | 200,000 compounds, 0.007% hits; in the data active means displacement above about 50%; further: a part of the inactive calls stands beside numbers as strong as those of hits
Large T inhibition – SV40 large T antigen inhibitors, biochemical (AID 1903) | SV40 large T antigen ATPase/helicase inhibition assay; higher % means a stronger effect | inhibition, % at 20 µM, or IC50 in µM where a hit was titrated | 310,000 compounds, 0.39% hits; in the data active means a potency from the dose series; inconclusive means inhibition mostly from about 32% at the one dose, without a potency; inactive means the rest, 99 in 100 with inhibition below about 32%; further: strong numbers were not always called active
RSV CPE inhibition – RSV antiviral activity via CPE protection, HEp-2 cells, primary 10 µM value included (AID 2391); HEp-2 cells, RSV-induced CPE inhibition; higher % means a stronger effect; one-dose CPE inhibition, % at 10 µM; IC50 in µM for titrated hits; 310,000 compounds, 0.13% hits; in the data active means a potency from the dose series; inconclusive means CPE inhibition mostly from about 23% at the one dose, without a potency; inactive means the rest, 99 in 100 with CPE inhibition below about 21%; further: strong numbers were not always called active
WT yeast gro inh mutant strain – further read-out of WT yeast gro inh, marked with its call; inhibition, %; mitochondrial fusion phenotypic screen, mutant strain inhibition
Dengue-2 NS5 capping pilot replicate – recorded beside Dengue-2 NS5 capping, whose call it bears; inhibition, %; measured here: pilot screen replicate inhibition
An asterisk follows results filed as active; i = inactive; ? = inconclusive; · = no result given; [ ] = dose if it differs, or a comment. Not a hit list, and some 2.2% of all compounds hit somewhere here.

SMILES	West Nile virus CPE	ER stress rescue	Yfh1-depleted yeast	UTI89 phage lysis	Dengue-2 NS5 capping	WT yeast gro inh	WT yeast gro inh mutant strain	XIAP displacement	Large T inhibition	RSV CPE inhibition	others
CN1/C(=C\C(=O)COC(=O)c2ccc([N+](=O)[O-])o2)C(C)(C)c2ccccc21	?	·	i	-0.2%	-5%	94*	91*	-7.5%	8%	3.1%
S=c1[nH]c2ccccc2c2ccccc12	0.3%	·	i	0.0%	-11%	·	·	·	0%	4.1%
CCOc1ccc(CNc2ccc(N3CCN(Cc4ccccc4)CC3)cc2)cc1	-1.3%	·	·	-0.1%	-11%	·	·	·	10%	2.1%	Dengue-2 NS5 capping pilot replicate=-3.3
O=C(NC1=NCCS1)c1nc(-c2ccccc2)n(-c2ccccc2)n1	-0.4%	·	i	0.3%	1%	-5	-10	-3.1%	3%	0.9%
CC(=O)C1=C(C)NC2(O)c3ccccc3C(=O)C12O (stereo unspecified)	0.4%	0.0%	i	0.3%	·	10	13	-3.1%	7%	1.9%
O=C(Oc1coc(CSc2ncccn2)cc1=O)c1cccc([N+](=O)[O-])c1	0.2%	-1.4%	i	-0.1%	-2%	9	5	0.7%	27%	0.4%
CCOC(=O)C1CCCN(S(=O)(=O)c2ccc3c(c2)N(C(C)=O)CCO3)C1 (stereo unspecified)	-1.0%	·	·	-0.1%	3%	·	·	·	-2%	4.9%
O=C(Nc1ccccc1F)c1oc2ccccc2c1NC(=O)C1CC1	0.8%	·	·	0.4%	-11%	·	·	·	1%	0.7%
COc1ccc(-c2ccc(SCC(=O)c3ccc(F)cc3)nn2)cc1OC	-0.1%	1.8%	i	-0.3%	-1%	22	14	-3.7%	7%	?
CN(Cc1ccccc1)c1ncnc(N)c1[N+](=O)[O-]	0.3%	1.6%	i	-0.3%	-1%	-12	-2	-2.9%	3%	2.7%
O=C1c2ccccc2S(=O)(=O)N1CC(O)Cn1c2ccccc2c2ccccc21 (stereo unspecified)	0.3%	-1.0%	i	-3.0%	-8%	85*	46*	-7.6%	5%	1.4%
O=C(C1CCN(S(=O)(=O)c2cccnc2)CC1)N1CCN(c2cccc(Cl)c2)CC1	-0.4%	-0.7%	i	3.2%	-6%	-2	-7	-6.5%	3%	1.7%
Cc1ccc(NC(=O)Nc2ccc3c(c2)CCC3)cc1	-0.4%	·	·	0.1%	1%	·	·	·	0%	1.7%
Cc1ccc(C(=O)NCC(=O)OCCCOC(=O)CNC(=O)c2ccc(C)cc2)cc1	·	·	·	0.8%[50 µM]	-1%	·	·	·	10%	-0.1%
CCc1cccc(C)c1NC(=O)CN1CCN(S(=O)(=O)c2ccc(C(C)(C)C)cc2)CC1	·	·	·	-0.5%[50 µM]	9%	·	·	·	14%	13%
O=Cc1c(NCc2cccc(F)c2)c2ccccc2[nH]c1=O	-0.8%	·	·	0.1%	-8%	·	·	·	10%	0.3%	Dengue-2 NS5 capping pilot replicate=-0.9
O=C(CCN1CCCCC1)N/N=C/c1ccc(Br)cc1	0.6%	22%	i	-0.2%	14%	-2	18	-0.9%	15%	1.7%
Cc1oc(-c2ccccc2F)nc1CS(=O)CC(=O)NCc1cccs1 (stereo unspecified)	-0.2%	3.0%	i	0.3%	-1%	0	3	-1.8%	13%	0.1%
O=C(NCc1ccncc1)C(=O)NCC1OCCCN1S(=O)(=O)c1cc(F)ccc1F (stereo unspecified)	0.5%	·	·	0.0%	4%	·	·	·	7%	1.1%
Cn1c(Cn2c(=O)sc3ccccc32)nnc1SCc1ccccn1	0.2%	0.8%	i	4.6%	-3%	-8	13	-1.8%	2%	-1.2%
O=C(NCCCn1ccnc1)C(F)(F)C(F)(F)C(=O)NCCCn1ccnc1	0.1%	-1.9%	i	-0.6%	-8%	-14	-8	-9.5%	1%	1.9%
CCS(=O)(=O)N1CCN(C2CCC(C)CC2)CC1 (stereo unspecified)	-0.4%	-1.2%	i	1.6%[50 µM]	3%	-3	25	-5.0%	0%	-1.4%
COc1cc(C=C2C(=O)OC(C)(C)OC2=O)ccc1OCC(=O)Nc1ccccc1	1.9%	0.7%	i	-0.1%	1%	2	-9	-4.3%	21%	4.8%
Cc1ccc(-n2ncc3c(N4CCN(c5ccc(F)cc5)CC4)ncnc32)c(C)c1	0.1%	-2.3%	i	2.4%	-3%	10	32	-2.8%	87%	11%
CCCCN(CCCC)CCNC(=O)c1cn(C)c2ccc(S(=O)(=O)N3CCCC3)cc2c1=O	0.0%	·	·	0.7%	-7%	·	·	·	14%	-0.9%
COc1cccc(CNS(=O)(=O)c2ccc3c(c2)N(C)CCO3)c1	0.4%	·	·	0.4%	-8%	·	·	·	11%	17%
CCCC1c2ccc(C)n2CCN1C(=O)Nc1ccccc1Cl (stereo unspecified)	-0.3%	-2.7%	i	-0.2%	?	-3	15	-1.8%	5%	-1.0%
O=c1c2ccccc2nnn1Cc1ccccc1	0.5%	·	i	0.5%	5%	·	·	·	18%	0.5%
Cn1nnnc1SCC(=O)Nc1ncc(Cl)cc1Cl	·	·	·	1.5%[50 µM]	-2%	·	·	·	7%	0.3%
COc1ccc2nc(C)cc(NCc3ccc(F)cc3)c2c1	-1.1%	·	·	0.4%	-26%	·	·	·	3%	3.1%
COc1ccc(OC)c(CCNC(=O)Cn2nc(C)c3c(C)n(-c4ccc(C)cc4)nc3c2=O)c1	-0.5%	·	·	0.2%	-2%	·	·	·	10%	-1.2%
CCC1CCCCN1S(=O)(=O)c1ccc(NC(=O)c2ccncc2)cc1 (stereo unspecified)	-0.3%	·	·	-0.5%[50 µM]	-11%	·	·	·	-1%	0.1%
Cc1cc(C)c2c(N)c(-c3nc4ccccc4[nH]3)sc2n1	-0.1%	-2.3%	i	-0.1%	3%	·	·	-7.2%	6%	17%
CCN(C(=O)CN1C(=O)S/C(=C\c2ccccc2OC)C1=O)C1CCS(=O)(=O)C1 (stereo unspecified)	0.9%	·	·	1.5%	-7%	·	·	·	16%	2.6%
O=C(COC(=O)/C=C/c1nc2ccccc2s1)Nc1cccc2ccccc12	-0.1%	-1.1%	i	1.1%	-3%	16	21	-11%	5%	1.0%
COc1ccc(NS(=O)(=O)c2cccc(N3CC(O)=C(c4ccccc4)C3=N)c2)cc1	-0.1%	2.2%	i	0.1%	4%	5	-2	-5.1%	0%	1.5%
COc1ccc(C(=O)NCCc2c[nH]c3ccccc23)cc1[N+](=O)[O-]	-0.4%	·	·	0.2%	-3%	·	·	·	2%	0.2%
O=S(=O)(Cc1ccccc1)N1CCN(c2ccccc2)CC1	0.3%	-1.0%	i	0.3%	-1%	32	-2	-5.5%	5%	-1.1%
COC(=O)c1nonc1NCn1nnc2ccccc21	0.2%	0.7%	i	1.6%	4%	8	-1	-5.3%	9%	-0.2%
CC(NC(=O)c1ccc(Br)o1)c1ccccc1 (stereo unspecified)	-0.7%	-0.5%	i	0.5%	5%	-5	-1	-1.1%	24%	-0.2%
C/C(=N\NC(=O)c1nnn(-c2nonc2N)c1CN(C)c1ccccc1)c1ccccc1O	?	·	·	0.2%	-10%	·	·	·	-8%	-0.5%
Cc1ccc(N2CC(NC(=O)N3CCN(C(=O)c4ccco4)CC3)CC2=O)cc1 (stereo unspecified)	·	·	·	1.5%[50 µM]	7%	·	·	·	11%	-1.3%
Cc1cc(=O)oc2cc(NC(=O)C(CCCN=C(N)N)NC(=O)OCc3ccccc3)ccc12 (stereo unspecified)	-0.3%	·	·	-0.4%[50 µM]	-5%	·	·	·	0%	0.6%
O=C(CSc1nccc(=O)[nH]1)Nc1cc(C(F)(F)F)ccc1N1CCOCC1	0.3%	·	·	-0.1%	-2%	·	·	·	-2%	0.8%
NC(=O)C1CCN(C2CC(=O)N(Cc3cccs3)C2=O)CC1 (stereo unspecified)	-0.3%	2.5%	i	-0.1%	7%	-3	-3	-6.6%	14%	-1.6%
COC(=O)c1ccc(Oc2ccc3nnc(C)n3n2)cc1	0.4%	-0.1%	i	-0.7%	-4%	-11	-8	0.1%	-3%	-0.9%
O=C(Nc1nnc(SCc2cccnc2)s1)C1CC(=O)N(c2ccccc2)C1 (stereo unspecified)	0.5%	·	·	-0.9%[50 µM]	-5%	·	·	·	-9%	2.2%
CC1CCN(C(=O)c2ccc3c(=O)n4c(nc3c2)CCCCC4)CC1	0.1%	·	·	0.1%	0%	·	·	·	0%	-0.9%
O=C(CCc1nc2ccccc2c(=O)[nH]1)N1CCCc2ccccc21	·	·	·	0.9%[50 µM]	0%	·	·	·	18%	0.0%
CC12CN(C(=O)c3ccccc3)C3(C#N)CC1CCC23C (stereo unspecified)	-0.3%	-0.9%	i	0.6%	0%	13	6	-3.7%	-8%	1.5%
Cc1ccc(C(=O)Oc2csc(=S)n2C(=O)c2ccc(C)cc2)cc1	-0.2%	-0.3%	i	1.0%	23%	-9	-1	24%	6%	0.4%
COc1ccc(CN2[C@@H](CC(=O)O)c3ccc(C(F)(F)F)cc3S2(=O)=O)cc1	0.0%	·	i	·	·	·	·	·	21%	1.4%
O=C(c1ccc2ccccc2c1)C1CCCN(C(=O)c2cnccn2)C1 (stereo unspecified)	-0.1%	·	i	0.3%	-7%	·	·	·	7%	3.5%
COC(=O)C1=C(N)Oc2cc(C)n(Cc3cccnc3)c(=O)c2C1c1ccc(OC)c(OC)c1OC (stereo unspecified)	0.0%	0.3%	i	-0.4%	-2%	3	8	-2.1%	5%	0.7%
O=C(Nc1cccc(S(=O)(=O)N2CCOCC2)c1)c1cn(-c2ccccc2)nc1-c1ccc(F)cc1	0.2%	6.9%	i	3.5%[50 µM]	-6%	-23	6	-5.3%	0%	8.5%
Cc1ccc(OCC(=O)Nc2ccon2)c([N+](=O)[O-])c1	-0.1%	·	·	2.2%[50 µM]	-2%	·	·	·	11%	2.0%
CCCCOc1cccc(C(=O)NC(=S)Nc2cccc(C(F)(F)F)c2)c1	-0.7%	-1.3%	i	1.9%	1%	51	16	-0.4%	16%	?
N#C/C(=C\c1ccc(-c2ccccc2[N+](=O)[O-])o1)C(=O)N1CCOCC1	-0.5%	·	i	-0.1%	-1%	-13	-6	-3.1%	8%	4.9%
CCOc1ccc(CN2CCC(n3nccc3NC(=O)C3CC3)CC2)cc1CO	0.0%	·	·	-0.1%	-1%	·	·	·	8%	0.2%
